CCHFV vOTU inh: CCHFV vOTU protease inhibition; Pep-AMC fluorescence; inhibition, % at 11.5 µM; 370,000 tested, 0.55% active; AID 651958; in the data active means inhibition above about 30%; further: 0% = vehicle wells with enzyme and 100% = no enzyme wells
DUSP3 inh: DUSP3 (human) phosphatase inhibition | P51452 | recombinant VHR phosphatase, pNPP absorbance | inhibition, % at 13.3 µM | 290,000 tested, 0.52% active; in the data active means inhibition above about 50%; further: some compounds called inactive have numbers as strong as hits
Target sequence (P51452 whole entry, looked up): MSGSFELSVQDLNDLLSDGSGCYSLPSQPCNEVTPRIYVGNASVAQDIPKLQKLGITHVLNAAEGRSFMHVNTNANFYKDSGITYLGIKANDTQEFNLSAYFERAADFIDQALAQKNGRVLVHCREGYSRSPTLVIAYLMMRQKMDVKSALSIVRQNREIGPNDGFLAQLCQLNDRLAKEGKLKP
SARS 3CLpro inh: SARS-CoV 3CLpro protease inhibition. recombinant SARS-CoV 3CLpro, quenched FRET peptide cleavage. inhibition, % at 6 µM. P0C6X7. 290,000 tested, 0.14% active; in the data active means inhibition above about 12%
PrPC surface inh: reduces human prion protein on the cell surface; P04156; cell surface PrPC, TR-FRET read-out; inhibition, % at 13.8 µM; 370,000 tested, 0.43% active; AID 720596; in the data active means inhibition above about 24%; further: 0% = median of the test wells and 100% = reference compound wells
Anthrax LF inh2: blocks Bacillus anthracis lethal factor protease. inhibition, % at 10 µM. P15917. 360,000 tested, 0.12% active. multiplex microsphere protease cleavage assay, LF. AID 588501; further: plate controls were buffer without enzyme for full effect and enzyme alone for no effect
BoNT F protease: blocks Botulinum neurotoxin F light chain protease; 360,000 tested, 0.22% active; inhibition, % at 10 µM; Multiplex microsphere protease cleavage assay, flow cytometry; in the data active means inhibition above about 35%, passing the limit was not always enough; inconclusive means no clear call, values can overlap the other calls; further: plate controls were buffer without enzyme for full effect and enzyme alone for no effect
MazF activator: activators of E. coli MazEF toxin-antitoxin RNase; activation, % at 20 µM; P0AE70; 350,000 tested, 0.32% active; FAM/BHQ RNA-DNA oligo cleavage fluorescence, 5 h; in the data active means activation above about 50%
Target sequence (P0AE70 whole entry, looked up): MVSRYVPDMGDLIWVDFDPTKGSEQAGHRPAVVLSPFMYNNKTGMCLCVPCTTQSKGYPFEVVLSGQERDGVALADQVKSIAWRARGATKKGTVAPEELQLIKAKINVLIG
SSB-PriA inh: inhibitors of Klebsiella pneumoniae PriA binding to SSB C-terminal tail; AlphaScreen SSBct-PriA binding, biotinylated peptide; AID 1272365; inhibition, % at 33 µM; 430,000 tested, 0.6% active; in the data active means inhibition mostly above about 37%, no sharp cut-off; inactive means mostly below about 20%;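 further: plate controls were negative control peptide for no effect and reference peptide for full effect; strong numbers were not always called active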
Rv3671c inh: inhibitors of M. tuberculosis serine protease Rv3671c. P9WHR9. AID 2606. inhibition, % at 5.96 µM. 320,000 tested, 0.048% active; in the data active means inhibition above about 38%;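 further: extracellular domain of Rv3671c used as enzyme; 0% = enzyme with DMSO and 100% = no enzyme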
Target sequence (P9WHR9 whole entry, looked up, the tested form may be a part): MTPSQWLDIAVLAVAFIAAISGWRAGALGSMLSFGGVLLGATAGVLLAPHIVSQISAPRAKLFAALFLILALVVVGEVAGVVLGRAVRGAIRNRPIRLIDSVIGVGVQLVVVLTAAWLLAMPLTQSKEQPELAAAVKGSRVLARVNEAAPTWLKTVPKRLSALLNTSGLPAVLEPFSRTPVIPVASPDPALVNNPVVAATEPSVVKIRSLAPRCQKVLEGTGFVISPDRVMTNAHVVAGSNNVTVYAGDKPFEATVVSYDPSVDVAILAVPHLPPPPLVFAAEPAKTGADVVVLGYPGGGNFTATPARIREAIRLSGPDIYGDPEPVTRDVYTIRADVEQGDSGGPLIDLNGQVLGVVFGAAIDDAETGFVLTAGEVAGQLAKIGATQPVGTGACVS
BoNT-A LC inh2: blocks Botulinum neurotoxin A light chain protease; multiplex microsphere protease substrate cleavage, flow cytometry; inhibition, % at 10 µM; 360,000 tested, 0.17% active; further: plate controls were buffer without enzyme for full effect and enzyme alone for no effect
* = called active by the depositor; ? = inconclusive; · = no result given; & = joins results of further samples. Unless noted, no stated cut-off is given here; in the data, active means inhibition above about 30%; inconclusive means no clear call, values can overlap the other calls; inactive means below that. Only part of the results is shown; count on the stated rates, not on these rows.

| molecule | CCHFV vOTU inh | DUSP3 inh | SARS 3CLpro inh | PrPC surface inh | Anthrax LF inh2 | BoNT F protease | MazF activator | SSB-PriA inh | Rv3671c inh | BoNT-A LC inh2 |
| --- | --- | --- | --- | --- | --- | --- | --- | --- | --- | --- |
| COCC(C)Nc1ccc(S(=O)(=O)N2CCCC2)cc1[N+](=O)[O-] (centres undefined) | -9 | -1 | 3 | -9 | 4 | -2 | 10 | 7 | 7 | 0.5 |
| O=C(CSc1ccc2ccccc2n1)N/N=C/c1ccc(O)cc1 | -4 | 19 | -2 | 25* | 1 | ? | 7 | · | -8 | -3.4 |
| Cc1cc2cc(CN(CCCN3CCOCC3)C(=O)NC3CCCCC3)c(=O)[nH]c2cc1C | 8 | 10 | -5 | -2 | -2 | -2 | -1 | -6 | -1 | -0.8 |
| CCO[C@H]1OC(C(=O)N2CCOCC2)=C[C@@H](c2cn(C(C)=O)c3ccccc23)[C@@H]1CCCO | 15 | 21 | 5 | 1 | 4 | 1 | 4 | -13 | -2 | 0.8 |
| Cc1cc(C)n(-c2nc3c(c(=O)[nH]c(=O)n3C)n2CCc2ccccc2)n1 | 0 | 13 | 0 | 6 | 0 | 0 | -2 | -7 | -4 | 0.4 |
| Cc1ccc(O)c(C2=NCCNC(C(F)(F)C(F)F)=C2)c1 | 10 | -23 | 0 | -6 | -1 | -1 | 5 | -4 | 2 | -0.2 |
| Cc1ccc(-c2csc(NCCn3c(C)nc4cc(C(F)(F)F)ccc43)n2)cc1 | 20 | · | · | 8 | -3 | -3 | 7 | 3 | 3 | -0.7 |
| CC(C)c1ccccc1OCC(=O)NN1C(=O)c2ccccc2C1=O | 8 | -3 | -3 | 14 | -2 | -8 | 6 | -9 | 7 | -1.9 |
| COc1cc(Cl)ccc1OC1(C)CCN(Cc2ccc(SC)cc2)C1 (centres undefined) | 6 | · | · | -9 | 4 | -8 | · | · | · | -1.0 |
| O=C(Nc1nc(-c2ccc(-c3ccccc3)cc2)cs1)C1=COCCO1 | 10 | 8 | 1 | 7 | -2 | 0 | 0 | -3 | -35 | 0.5 |
| COC(=O)c1ccc(C(=O)OC)c(NC(=S)N2CCCCC2)c1 | -48 | 8 | 2 | 0 | -3 | 0 | 11 | 3 | -5 | 0.0 |
| Cc1nn(-c2ccccc2)c(C)c1C(=O)OCC(N)=O | -9 | 22 | -4 | 1 | 4 | 4 | 6 | -8 | -5 | -0.6 |
| O=C(CN1CCN(C2CCCCC2)CC1)Nc1ccccc1N1CCCCC1 | -4 | 15 | 6 | 4 | 1 | -12 | -7 | 8 | -18 | 1.6 |
| COc1ccc2[nH]c(C)c(CCNC(=S)Nc3cccc(C)c3)c2c1 | 5 | -18 | 0 | -2 | 3 | -6 | 0 | 16 | 11 | -0.4 |
| CS(=O)(=O)N1CCC(C(=O)Nc2ccc(Cl)cc2)CC1 | -2 | 2 | -2 | 7 | 6 | ? | 5 | -2&-13 | 3 | 2.4 |
| CCCCC(=O)N(CCOC)c1nnc(-c2ccccc2C)s1 | 15 | 12 | 7 | -2 | 1 | -2 | -13 | -5 | -3 | -0.6 |
| Cc1ccc(S(=O)(=O)N2CCN(C(=O)CN3C(=O)NC4(CCCC4)C3=O)CC2)c(C)c1 | 7 | · | · | 2 | -1 | -2 | 8 | 4 | -5 | 1.0 |
| COc1ccccc1CNc1ncc(-c2ccccc2)n1C | -2 | 5 | 0 | 9 | -2 | 33 | 7 | -10 | · | 1.7 |
| O=C(C[C@H]1C/C=C\CC[C@@H](Cc2ccc(F)cc2)C(=O)O[C@H](c2ccccc2)CNC1=O)N[C@H](CO)Cc1ccccc1 | 7 | · | · | -9 | -1 | -3 | -37 | 3 | -7 | -0.2 |
| COC(=O)c1cccc(NC(=O)C(C)N2C(=O)c3ccccc3C2=O)c1 (centres undefined) | 4 | 13 | 2 | 5 | -1 | -6 | -4 | -9 | -6 | -0.4 |
| COc1ccc(O)c(-c2[nH]ncc2C(=O)c2ccccc2)c1 | -6 | -2 | 2 | -7 | -3 | 10 | -2 | -7 | 7 | -0.4 |
| O=C(Cn1ccc2ccccc2c1=O)NCCC(=O)Nc1ccc(F)cc1F | 6 | -10 | 0 | -5 | 0 | 1 | 5 | -12 | -7 | 1.4 |
| COc1cccc(OCC(O)CN2CC(C)CC(C)C2)c1 (centres undefined) | 11 | -16 | -3 | 11 | -1 | -5 | -3 | -14 | 3 | -0.5 |
| CCc1cccc(OC2OC(CO)C(O)C(O)C2NC(C)=O)c1 (centres undefined) | 5 | 6 | -3 | -5 | -5 | -2 | -3 | -15 | 1 | -0.4 |
| O=C(CSc1ccc(F)cc1)NC12CC3CC(CC(C3)C1)C2 | 18 | 12 | 1 | -4 | -4 | -6 | -1 | -9 | -2 | -0.1 |

6 compounds already listed, sorted by heavy-atom count, descending.
| molecule | CCHFV vOTU inh | DUSP3 inh | SARS 3CLpro inh | PrPC surface inh | Anthrax LF inh2 | BoNT F protease | MazF activator | SSB-PriA inh | Rv3671c inh | BoNT-A LC inh2 |
| --- | --- | --- | --- | --- | --- | --- | --- | --- | --- | --- |
| CCO[C@H]1OC(C(=O)N2CCOCC2)=C[C@@H](c2cn(C(C)=O)c3ccccc23)[C@@H]1CCCO | 15 | 21 | 5 | 1 | 4 | 1 | 4 | -13 | -2 | 0.8 |
| COC(=O)c1cccc(NC(=O)C(C)N2C(=O)c3ccccc3C2=O)c1 (centres undefined) | 4 | 13 | 2 | 5 | -1 | -6 | -4 | -9 | -6 | -0.4 |
| COc1cc(Cl)ccc1OC1(C)CCN(Cc2ccc(SC)cc2)C1 (centres undefined) | 6 | · | · | -9 | 4 | -8 | · | · | · | -1.0 |
| COCC(C)Nc1ccc(S(=O)(=O)N2CCCC2)cc1[N+](=O)[O-] (centres undefined) | -9 | -1 | 3 | -9 | 4 | -2 | 10 | 7 | 7 | 0.5 |
| Cc1ccc(O)c(C2=NCCNC(C(F)(F)C(F)F)=C2)c1 | 10 | -23 | 0 | -6 | -1 | -1 | 5 | -4 | 2 | -0.2 |
| Cc1nn(-c2ccccc2)c(C)c1C(=O)OCC(N)=O | -9 | 22 | -4 | 1 | 4 | 4 | 6 | -8 | -5 | -0.6 |

New compounds follow:
| molecule | CCHFV vOTU inh | DUSP3 inh | SARS 3CLpro inh | PrPC surface inh | Anthrax LF inh2 | BoNT F protease | MazF activator | SSB-PriA inh | Rv3671c inh | BoNT-A LC inh2 |
| --- | --- | --- | --- | --- | --- | --- | --- | --- | --- | --- |
| CCN(CC(=O)Nc1c(F)cccc1F)C(=O)Cc1n[nH]c(=O)c2ccccc12 | 2 | · | · | 2 | 1 | 4 | -1 | -11 | 5 | 1.1 |
| CCc1ccc(NC(=O)c2cc(C)on2)cc1 | -5 | 11 | 2 | 0 | 3 | 0 | 0 | -19 | -2 | -0.3 |
| CCCCn1c(N)c(N(CC(C)C)C(=O)c2cc3c(s2)CCCCC3)c(=O)[nH]c1=O | 1 | · | · | 1 | 3 | 0 | 5 | 1 | 1 | 1.3 |
| O=C(Oc1ccccc1C(=O)Nc1ccccc1)c1ccccc1Br | 3 | -7 | 2 | 3 | 0 | 1 | -3 | -4 | 20 | -0.1 |
| O=C(CSc1ccc(C(F)(F)F)cc1[N+](=O)[O-])Nc1ccccc1 | -4 | 16 | 3 | -1 | 1 | 4 | 0 | -9 | -4 | -0.1 |
| CN(CCc1ccccn1)C(=O)CCC1CCCN(C(=O)c2ccccn2)C1 (centres undefined) | -8 | 34 | 2 | -3 | -4 | -2 | 0 | -14 | 4 | -0.6 |
| Cc1cc(C)cc(OCC(=O)NCC2CCCO2)c1 (centres undefined) | 7 | 42 | 5 | -3 | -1 | -3 | -5 | -5 | 2 | 0.8 |
| Cc1ccc(CSc2nc3ccccc3c(=O)n2CCCC(=O)NCc2ccco2)cc1 | 1 | 10 | 0 | -1 | 0 | 7 | 6 | -12 | 0 | 0.2 |
| CCn1nc(C)c(CNC(=O)c2ccc(OC3CCN(Cc4ccccn4)CC3)cc2)c1C | -3 | 24 | 2 | 19 | 1 | -1 | 7 | -5 | · | -1.3 |
| COCCC(=O)N1CCC(Oc2ccc(C(=O)N3CCCC(COC)C3)cc2)CC1 (centres undefined) | 12 | 13 | -1 | 0 | -5 | 2 | -1 | -11 | · | 1.9 |
| O=C1N[C@@H](Cc2ccccc2)C(=O)N2[C@@H]1C[C@]1(Br)c3ccccc3N(S(=O)(=O)c3ccccc3)[C@H]21 | -5 | · | · | 3 | · | · | 8 | -4 | 0 | · |
| CCC1CCCCN1C(=O)CCc1nnc(Cc2cc(OC)ccc2OC)o1 (centres undefined) | 1 | 16 | 0 | 3 | 15 | -7 | 9 | -7 | 0 | -0.6 |
| COc1cc(C(=O)NNC(=O)COc2cccc(F)c2)ccc1OCC(=O)N1CCOCC1 | -6 | · | · | -1 | 0 | 2 | 1 | -10 | -3 | -0.3 |
| CS(=O)(=O)N1CCC(C(=O)O)CC1 | -13 | 12 | 2 | -4 | 0 | -8 | 6 | 18&-7 | -6 | -0.5 |
| CC1Cc2ccccc2C(CCc2ccccc2)=N1 (centres undefined) | 6 | · | 1 | -9 | -9 | -10 | -8 | 1 | -14 | -4.9 |
| Cc1ccc(C(c2nnnn2CS(=O)(=O)c2ccc(C)cc2)N2CCC(C)CC2)cc1 (centres undefined) | -9 | -1 | 3 | 5 | -6 | -9 | 6 | 1 | -10 | -1.9 |
| COCCNc1ncnc2c1ncn2[C@H]1CN(Cc2ccc(F)cc2)C[C@@H](CO)O1 | 14 | · | · | -7 | -3 | -4 | · | · | · | 0.0 |
| COc1ccc2cc(CN(CC3CCCO3)S(=O)(=O)c3ccccc3)c(=O)[nH]c2c1 (centres undefined) | 22 | -2 | -1 | 7 | -3 | -7 | -9 | 4 | 3 | -0.6 |
| CCN1C(=O)CC(NNC(=O)c2ccc(Cl)cc2)C1=O (centres undefined) | 14 | 24 | 1 | 3 | ? | -5 | 3 | -11 | -17 | 0.1 |
| CCCn1c(O)c(N=Nc2ccc3ccccc3n2)c2ccccc21 | -6 | 6 | -4 | 8 | 3 | -6 | 146* | -25 | -13 | 4.9 |
| COCCNC(=O)C1Cc2c(-c3ccc(NC(C)=O)cc3)ccnc2O1 (centres undefined) | 9 | · | · | -1 | -1 | 3 | · | · | · | -0.8 |
| C=CCOc1ccc(/C=N/NC(=O)C(C)Sc2ccccn2)cc1OC (centres undefined) | 9 | 18 | 2 | 2 | 0 | -4 | -2 | · | -9 | -0.4 |
| CC(=O)Nc1ccc(NC(=O)C(OC(=O)c2ccccc2)C(OC(=O)c2ccccc2)C(=O)O)cc1 (centres undefined) | -5 | 16 | 1 | -3 | -4 | 6 | 4 | -5 | 10 | 0.2 |
| Cn1cccc1/C=N/NC(=O)c1ccn[nH]1 | -2 | 17 | -6 | -2 | 2 | -5 | 1 | · | -2 | 0.7 |
| O=C(CSc1nc2ncc(Cl)cc2[nH]1)NCCc1ccc(F)cc1 | 14 | -33 | 2 | 0 | 0 | 1 | -1 | 2 | 4 | -0.4 |

Remaining list, next part.
Below each compound: CCHFV vOTU inh	DUSP3 inh	SARS 3CLpro inh	PrPC surface inh	Anthrax LF inh2	BoNT F protease	MazF activator	SSB-PriA inh	Rv3671c inh	BoNT-A LC inh2
O=C(CN1CCc2cc3c(cc2C1)OCCCO3)Nc1ccccc1
  -8	29	-5	-4	3	-2	13	-12	4	0.3
CCSc1nnc(NC(=O)[C@H](C)N2C(=O)C3CC=CCC3C2=O)s1 (some centres undefined)
  6	7	0	6	-7	-4	2	-18	0	-0.8
CCOC(=O)c1c(S(=O)(=O)N2CCN(C3CCCCC3)CC2)c(C)n(C)c1C
  3	-2	-1	-3	-3	-2	0	-7	-8	-1.5
CCOC(=O)C(NC(=O)CCl)(Nc1ccc(C(O)(C(=O)OCC)C(F)(F)F)cc1)C(F)(F)F (centres undefined)
  -17	-10	1	-4	-5	-12	2	-2	-1	-0.3
Cc1cccc(NC(=O)c2cc(=O)c3ccccc3o2)n1
  -2	15	0	-17	0	12	7	4	1	1.3
O=C(CCNC(=O)c1ccc(Cl)cc1)Nc1cccc(S(=O)(=O)N2CCCCCC2)c1
  -1	·	·	11	?	8	-5	13	-9	4.6

Screening data as filed in PubChem.
